Compound activity from PubChem.
APP transl inh: APP translation inhibition; 0.82% of 190,000 active; SH-SY5Y APP 5'UTR-luciferase reporter, luminescence; AID 1285; inhibition, % at 2 µM;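 active = inhibition above a set limit, derived from the sample mean plus 3 SD, cut at about 45% in these data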; also: values of inactives mirror those of a sister screen read the other way
G6PDH counter: L. mesenteroides G6PDH inhibition counter-screen | Purified L. mesenteroides G6PDH, diaphorase/resazurin coupled fluorescence, 45 min | inhibition, % at 5 µM | 0.12% of 200,000 active | AID 1020; in the data active = inhibition above about 50%
Diaph inh CS: counter-screen for diaphorase-based assays: diaphorase inhibitors and chemical oxidizers | diaphorase resazurin-to-resorufin fluorescence, NADH, 16 min; bacterial (C. kluyveri) enzyme, not human | inhibition, % at 20 µM | 0.69% of 190,000 active | AID 1217;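 active = primary screen inhibition at 20 µM above a set limit, cut at about 50% in these data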;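 also: plate controls were DMSO with full reaction for no effect and wells lacking NADH for full effect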
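Test system: diaphorase enzyme from Clostridium kluyveri; amount: diaphorase at 0.14 U/mL in enzyme working solution; detection: fluorescence of resorufin formed from resazurin, Ex 544/Em 590 nm; times: reaction incubation of 16 min at room temperature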
STAT3 activator: activators of IL-6 induced STAT3 signaling. activation (% of control), % at 5.6 µM. 0.91% of 190,000 active. AID 871. U3A cells, IL-6 STAT3-luciferase reporter, luminescence; 100% = signal with IL-6 EC80 alone;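 active = activation above the screen-wide mean of compound activation plus 3 SD, cut at about 130% in these data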;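 also: 0% = background luminescence of wells with medium and substrate only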
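System – human U3A cells carrying STAT3-luciferase construct · Probe or stimulus – Interleukin-6, 33 ng/mL · Schedule – compound 1 h, then IL-6 6 h at 37 °C · Signal – luminescence from STAT3-driven luciferase reporter · Evaluation – percent of IL-6-only median luminescence · Benchmarks – IL-6-only high control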
STAT1 act: activators of IFN-gamma induced STAT1 signaling | activation (% of control), % at 5.5 µM | AID 932 | 2.6% of 200,000 active | NIH 3T3 STAT1-luciferase reporter, luminescence; 100% = IFN-gamma alone, no compound;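 active = activation above the screen-wide mean activation plus 3 SD, cut at about 130% in these data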;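 also: raw ratio to IFN-gamma control signal so 100% means no change and 0% no light; values of inactives mirror those of a sister screen read the other way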
Hsp70 activator: switches on Hsp70 transcription. HeLa Hsp70 promoter luciferase reporter, luminescence; scaled: vehicle 0, proteasome-inhibitor control 100%. 0.04% of 200,000 active. activation, % at 10 µM. AID 1203;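 active = activation above the mean across all tested compounds plus 3 SD, cutoff set per campaign, cut at about 5.5% in these data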;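 also: 100% = MG132 at 30 µM as the positive control and 0% = DMSO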
STAT3 blocker: inhibitors of IL-6 induced STAT3 signaling | U3A cells, IL-6 STAT3-luciferase reporter, luminescence; host cell line lacks STAT1 | AID 862 | 0.89% of 190,000 active | inhibition, % at 5.5 µM;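 active = inhibition above the mean inhibition across all screened compounds plus 3 SD, cut at about 44% in these data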;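 also: 0% = DMSO only wells and 100% = 100 µM nifuroxazide control wells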
STAT1 inh: reduces IFN-gamma driven STAT1 reporter signal | NIH 3T3 STAT1-luciferase reporter, luminescence | 0.35% of 200,000 active | inhibition, % at 5.5 µM;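 active = inhibition above a set limit, the mean inhibition across all tested compounds plus 3 SD, cut at about 34% in these data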;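 also: 0% = IFN-gamma with DMSO and 100% = IFN-gamma with 300 µM nifuroxazide; values of inactives mirror those of a sister screen read the other way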
TLR4 MyD88 comp: blocks binding of human TLR4 to MyD88. AID 861. O00206+Q99836. HeLa CL3-4 TLR4/MyD88 BLA complementation, FRET ratio. 0.18% of 200,000 active. inhibition, % at 8.4 µM; in the data active = inhibition above about 25%;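 also: 0% = vehicle and 100% = reference inhibitor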
Target sequence (O00206 whole entry, looked up): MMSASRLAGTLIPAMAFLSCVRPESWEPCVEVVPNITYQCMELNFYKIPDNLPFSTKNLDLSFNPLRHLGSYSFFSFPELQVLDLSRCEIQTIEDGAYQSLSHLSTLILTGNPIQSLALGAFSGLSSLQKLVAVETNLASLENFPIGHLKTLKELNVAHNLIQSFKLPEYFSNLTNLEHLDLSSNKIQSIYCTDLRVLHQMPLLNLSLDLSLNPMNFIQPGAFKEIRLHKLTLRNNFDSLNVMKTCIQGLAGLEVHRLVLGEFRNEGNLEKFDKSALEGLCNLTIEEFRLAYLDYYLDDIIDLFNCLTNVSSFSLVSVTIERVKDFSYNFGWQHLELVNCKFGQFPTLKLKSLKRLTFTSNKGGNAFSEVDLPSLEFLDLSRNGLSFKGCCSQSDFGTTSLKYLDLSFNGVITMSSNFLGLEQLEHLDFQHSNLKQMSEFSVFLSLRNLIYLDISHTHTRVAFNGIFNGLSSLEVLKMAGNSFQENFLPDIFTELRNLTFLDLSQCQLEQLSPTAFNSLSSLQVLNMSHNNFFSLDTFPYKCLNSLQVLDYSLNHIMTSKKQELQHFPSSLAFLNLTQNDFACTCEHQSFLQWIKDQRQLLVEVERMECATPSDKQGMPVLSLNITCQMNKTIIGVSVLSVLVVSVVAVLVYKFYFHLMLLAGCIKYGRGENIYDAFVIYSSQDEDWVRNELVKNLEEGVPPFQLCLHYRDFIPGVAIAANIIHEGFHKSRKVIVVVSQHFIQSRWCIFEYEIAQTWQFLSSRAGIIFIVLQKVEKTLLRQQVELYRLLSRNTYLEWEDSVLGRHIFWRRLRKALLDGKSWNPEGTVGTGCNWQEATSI
Target sequence (Q99836 whole entry, looked up): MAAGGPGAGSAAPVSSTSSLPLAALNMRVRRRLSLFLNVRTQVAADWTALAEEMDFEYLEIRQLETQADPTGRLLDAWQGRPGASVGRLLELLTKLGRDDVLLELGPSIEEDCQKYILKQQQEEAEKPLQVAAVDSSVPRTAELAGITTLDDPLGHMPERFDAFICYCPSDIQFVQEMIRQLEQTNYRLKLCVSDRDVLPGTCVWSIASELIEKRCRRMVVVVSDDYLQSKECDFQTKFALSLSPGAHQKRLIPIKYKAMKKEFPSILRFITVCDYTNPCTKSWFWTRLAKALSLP
Diaphorase act: counter-screen for diaphorase-based assays: diaphorase activators and chemical reducers; AID 1229; Diaphorase/resazurin coupled assay, resorufin fluorescence, 16 min; hits give high values; 1 = vehicle wells, 0 = NADH-free wells; 0.005% of 190,000 active; activation factor at 20 µM;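 active = diaphorase activity raised at least twofold by the compound at 20 µM; inactive = activation factor below 2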
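Material: purified diaphorase enzyme from Clostridium kluyveri / Medium: HEPES pH 7.4 buffer with MgCl2 and Tween 20 / Schedule: enzyme reaction of 16 min at room temperature / Measured by: resorufin fluorescence, excitation 544 nm, emission 590 nm / Evaluation: rise in resorufin formation, marking diaphorase activation or chemical reduction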
Numbers without * were called inactive; · = not tested or not shown.

Results follow in this order: APP transl inh	G6PDH counter	Diaph inh CS	STAT3 activator	STAT1 act	Hsp70 activator	STAT3 blocker	STAT1 inh	TLR4 MyD88 comp	Diaphorase act
CS(=O)(=O)Nc1cccc(C2=NN(S(=O)(=O)c3ccccc3)C(c3cccs3)C2)c1 (centres undefined)
→ -27	4	16	99	86	-0.4	6	15	-1	0.8
Cc1cc(NC(=O)c2cccs2)ncc1NC(=O)c1cccc(F)c1
→ -70	18	6	110	128	1.8	-7	-31	-23	0.9
Cn1c(=O)[nH]c(=O)c2c1nc(CN1CCOCC1)n2CCCc1ccccc1
→ -7	-22	16	93	92	-0.2	8	6	-12	0.8
CC1CCCC(NC(=O)COC(=O)CCc2ccccc2)C1C (centres undefined)
→ -4	-3	6	105	101	-0.3	5	-3	-18	0.9
Nc1cccc(-c2cn3cc(C(F)(F)F)cc(Cl)c3n2)c1
→ ·	-8	19	108	130*	-0.1	-4	-33	-5	0.8
CC(=O)NS(=O)(=O)c1ccc(NC(=S)NC(=O)c2ccco2)cc1
→ -10	3	10	103	110	0.0	1	-10	-19	0.9
Cc1ccc(C)c(NC(=O)CSc2nnc(CNC(=O)c3cccs3)o2)c1
→ -6	5	24	100	100	-0.5	5	-3	8	0.8
Cc1cc(C(=O)Nc2sc3c(c2C#N)CCCC3)no1
→ -92	0	12	101	119	-0.1	4	-22	-4	0.9
CCn1c(SCC(=O)NCc2ccccc2)nnc1-c1c[nH]c2ccccc12
→ -20	1	23	93	95	0.3	5	6	21	0.8
CC(=O)c1cnc(Nc2cccc(Cl)c2Cl)s1
→ -69	13	21	96	136*	0.1	15	-41	-9	0.8
Cc1cc(NC(=O)C2CC(=O)N(c3ccccc3)C2)no1 (centres undefined)
→ 6	6	6	93	107	-0.2	6	-7	-13	0.9
CCCCCSc1nnc2c(n1)OC(C)N(C(C)=O)c1ccccc1-2 (centres undefined)
→ ·	5	-4	101	104	-0.3	7	-4	-9	1
COc1ccc(NC(=S)Nc2ccc(OC)cc2OC)c(OC)c1
→ -14	10	7	90	93	0.0	12	8	-17	0.9
COC(=O)C1=C(C)NC(=S)NC1c1ccc(OC(=O)c2ccco2)cc1 (centres undefined)
→ -6	9	·	104	107	-0.3	-3	-10	-1	·
COc1ccccc1CN1C(=O)c2ccncc2C1=O
→ 5	3	1	99	103	-0.3	4	-3	2	1

Other structures
Results follow in this order: APP transl inh	G6PDH counter	Diaph inh CS	STAT3 activator	STAT1 act	Hsp70 activator	STAT3 blocker	STAT1 inh	TLR4 MyD88 comp	Diaphorase act
Cc1ccc(/C=C/c2nnc(-c3ccc(C)cc3)o2)cc1
→ -3	8	10	98	102	0.1	7	-2	-2	0.9
O=C(CCN1C(=O)C2C3C=CC(C3)C2C1=O)Nc1ccccc1 (centres undefined)
→ -4	11	-5	106	106	0.2	-4	-7	4	1.1
COc1ccc(/C=N/Nc2nnc(Cc3ccc(OC)c(OC)c3)c(=O)[nH]2)cc1
→ -7	8	-6	93	106	-0.2	3	-6	-15	1.1
Cc1nn(Cc2c(F)c(F)c(F)c(F)c2F)c(C)c1NC(=O)c1nn(C)cc1[N+](=O)[O-]
→ 18	2	8	97	93	-0.4	4	7	-9	0.9
Cc1c(C(=O)NCCC2=CCCCC2)oc2ccc(S(=O)(=O)N3CCC4(CC3)OCCO4)cc12
→ 5	-12	25	103	99	-0.3	1	1	-5	0.8
CCC(C)c1ccc(O)c(NC(=O)c2cncc(Br)c2)c1 (centres undefined)
→ -1	-15	22	76	103	-0.1	31	0	0	0.8
O=C(O)c1cc(-c2ccccc2)n(-c2ccccc2C(=O)O)n1
→ 1	-4	-2	103	112	-0.4	1	-13	3	1
CCOc1cc(CNc2ccccc2SC)ccc1O
→ -16	-4	31	113	100	0.2	-15	0	-16	0.7
Cc1cccc(NC(=O)COc2ccc(Br)cc2/C=N/O)c1
→ -85	5	1	101	117	0.1	-2	-19	5	1
CCOCCCn1cnc2c(c1=O)c1nc3ccccc3nc1n2-c1ccccc1
→ 6	0	13	80	94	0.3	27	7	-2	0.9
Cn1ncc2c(N3CCN(c4ccc(Cl)c(Cl)c4)CC3)ncnc21
→ 4	-1	-10	79	93	-0.5	30	5	19	1.1
O=C(/C=C/c1ccco1)OCc1nnc(-c2ccc(Cl)cc2)o1
→ 6	3	3	108	107	-0.5	-8	-8	13	1
Cc1ccc(C2=NN(C(=S)Nc3ccccc3)C(c3ccco3)C2)cc1 (centres undefined)
→ -89	5	25	122	134*	0.5	-19	-37	-11	0.8
CCn1c(N)c(C(=O)NC2CCCCC2)sc1=S
→ 1	3	13	88	100	0.2	18	-4	-3	0.9
Cc1ccc(NCc2nnc(SCC(=O)Nc3nnc(C)s3)n2C)cc1
→ 11	3	15	104	114	-0.3	1	-13	12	0.8

A few values from the list:
For STAT3 activator, O=C(/C=C/c1ccco1)OCc1nnc(-c2ccc(Cl)cc2)o1 is listed with 108
For STAT3 activator, CCOc1cc(CNc2ccccc2SC)ccc1O is listed with 113

Next section
Results follow in this order: APP transl inh	G6PDH counter	Diaph inh CS	STAT3 activator	STAT1 act	Hsp70 activator	STAT3 blocker	STAT1 inh	TLR4 MyD88 comp	Diaphorase act
CC1=NN(c2ccc(C)cc2C)C(=O)C1C(c1ccccc1O)C1C(=O)N(c2ccc(C)cc2C)N=C1C (centres undefined)
→ -3	10	27	110	98	-0.2	-6	2	-5	0.7
O=C(CNS(=O)(=O)c1cccs1)NCc1ccccc1
→ -11	13	6	96	93	-0.1	6	7	-4	0.9
Cc1cccc(OCCCSc2nc3ccc(C)cc3[nH]2)c1
→ 7	-34	30	110	104	-0.2	-6	-5	-7	0.7
CSc1cccc(NC(=O)N2CCCC(CNS(=O)(=O)Cc3ccccc3)C2)c1 (centres undefined)
→ -4	10	12	103	94	-0.2	4	4	-6	0.9
O=C(Nc1ccccc1)C1=C[C@@H](C2CC2)C[C@@H](OCCCCO)O1
→ -38	8	25	·	125	-0.1	·	-25	-4	0.8
Cn1c(=O)n(Cc2ccccc2Br)c2ccccc21
→ -18	7	6	112	99	-0.3	-13	-1	-18	0.9
Cc1nnc(SCc2cccc([N+](=O)[O-])c2)s1
→ -5	3	-4	102	102	0.1	5	-4	0	1
COCCCN1CC23C=CC(O2)C(C(=O)OC)C3C1=O (centres undefined)
→ 5	·	·	100	102	0.1	2	-2	-8	·
Cc1cc(NC(=O)c2c(F)c(F)c(F)c(F)c2F)no1
→ 4	1	12	101	105	-0.2	2	-5	1	0.9
O=C(COC(=O)c1cnccn1)NCc1ccc(Cl)cc1
→ 5	2	13	109	95	-0.2	-6	4	9	0.9
COc1ccc(-n2c(SCc3ccccn3)nc3c(c2=O)SCC3)cc1OC
→ 14	3	9	107	63	0.1	5	40*	-3	0.9
COCCNC(=O)c1ccc(N2CCC3(CC2)OCCO3)c([N+](=O)[O-])c1
→ -6	0	4	108	96	-0.3	-13	5	-2	1
N#Cc1ccc(COC(=O)C2CCC(=O)N2)cc1 (centres undefined)
→ -4	2	1	98	104	0.1	-1	-4	10	1
COc1cc(C(=O)NC2CCCc3ccccc32)ccc1OCC(=O)Nc1ccc(F)cc1 (centres undefined)
→ 18	-1	0	100	102	0.1	-1	-2	-6	1
CCOc1cc2[nH]c(=O)n(CCC(=O)NCCc3ccc(OC)c(OC)c3)c(=O)c2cc1OCC
→ -2	13	-1	107	103	-0.3	-6	-3	-4	1

The list goes on.
Results follow in this order: APP transl inh	G6PDH counter	Diaph inh CS	STAT3 activator	STAT1 act	Hsp70 activator	STAT3 blocker	STAT1 inh	TLR4 MyD88 comp	Diaphorase act
O=C(c1ccc(Cl)cc1)N1CCn2c1nc1ccccc12
→ -8	12	16	89	112	0.2	18	-17	1	0.8
CC(C)CNC(=O)COC(=O)c1cncc(Br)c1
→ 0	7	7	109	103	-0.1	-10	-4	-2	0.9
Cc1cc(C)nc(Nc2n[nH]c(-c3ccc(N)cc3)n2)n1
→ ·	-2	6	96	156*	0.4	5	-54	2	0.9
CCNC(=O)NC(=O)CSc1ccc(NC(C)=O)cc1
→ -2	-3	13	104	108	0.2	-2	-9	-12	0.9
COc1ccc(Cl)cc1-c1nc(-c2ccncc2)no1
→ 7	0	14	97	105	0.0	6	-11	-1	0.9
Cc1ccc2oc(-c3ccccc3C(=O)O)cc(=O)c2c1
→ -11	2	14	102	96	-0.2	0	4	-12	0.9
Cc1nnc(SCc2c(Cl)cccc2Cl)s1
→ -45	1	14	98	103	-0.1	4	-3	3	0.9
Cc1cc(C)c2nc(N3CCC(C(=O)N4CCN(c5ncccn5)CC4)CC3)sc2c1
→ -7	3	-8	98	105	-0.2	8	-5	4	1.1
COc1ccc(NC(=O)Nc2cccc3cccnc23)cc1
→ -73	-4	19	111	110	-0.2	-6	-10	12	0.8
COc1ccc(OC)c(C2C(C(=O)c3sc(C)nc3C)=C(O)C(=O)N2CCN2CCOCC2)c1 (centres undefined)
→ -2	6	21	103	98	-0.3	0	2	-6	0.8
Cc1ccc(NC(=O)C(C)c2cccc(C(=O)c3ccccc3)c2)cc1O (centres undefined)
→ 8	1	26	74	94	-0.3	30	6	-2	0.7
